CXXC DNA block – qHTS Fluorescence Polarization Assay for Inhibitors of MLL CXXC domain - DNA interaction; MLL-CXXC / FITC-HOXA9 DNA fluorescence polarization; Potency, µM (highest dose often 115 µM), inactives show top-dose activity change, negative = inhibition, actives largely listed as inhibitors; 290,000 tested, 0.037% active; AID 2662, 2010; active = well fitted inhibition curve with a large enough effect in the polarisation, with a control signal flat, not every such curve was filed as active; inconclusive = small, poorly fitted or top-dose-only effect, or effect the other way, or a change in a side signal; inactive = no such curve, though single readings can be large or run the other way; the % refers to the polarisation; also: potency is read from the fitted curve at half-maximal effect
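Purified MLL-CXXC (added from a 7 uM solution) was preincubated 5 min at ambient with pinned compounds in 50 mM Tris-HCl pH 7.5, 50 mM NaCl, 1 mM DTT, 0.05% BSA. Fluorescein-labeled HOX-A9 DNA (50 nM solution) followed, 30 min, then polarization read.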
Giardia killer – Small Molecules that selectively kill Giardia lamblia: qHTS | Giardia lamblia trophozoite viability | activity change, % at 7.66 µM, hits read low | 340,000 tested, 0.15% active; in the data active = activity change below about -80%; inconclusive = between about -30% and that limit;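 also: parasites exposed to compound for two days anaerobically before the ATP read; % is scaled to controls: 0 for no effect and ±100 for the full control effect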
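Media and compound were dispensed first, then trophozoites at 100 cells/well; plates sat 48 hrs at 37 deg C without oxygen before ATP luminescence reagent was added and read after 15-30 min at room temperature.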
TRPV1 agonist – HTS Assay for Compounds that Act as Agonists of the Vanilloid Receptor 1; Transient receptor potential cation channel subfamily V member 1 (Homo sapiens), Q8NER1; TRPV1-expressing cells, Fluo-8 calcium influx, agonist mode; activation, % at 8.33 µM; 320,000 tested, 0.19% active; in the data active = activation above about 80%; inconclusive = between about 30% and that limit; also: 0% is about no effect
Target sequence (Q8NER1 whole entry, looked up): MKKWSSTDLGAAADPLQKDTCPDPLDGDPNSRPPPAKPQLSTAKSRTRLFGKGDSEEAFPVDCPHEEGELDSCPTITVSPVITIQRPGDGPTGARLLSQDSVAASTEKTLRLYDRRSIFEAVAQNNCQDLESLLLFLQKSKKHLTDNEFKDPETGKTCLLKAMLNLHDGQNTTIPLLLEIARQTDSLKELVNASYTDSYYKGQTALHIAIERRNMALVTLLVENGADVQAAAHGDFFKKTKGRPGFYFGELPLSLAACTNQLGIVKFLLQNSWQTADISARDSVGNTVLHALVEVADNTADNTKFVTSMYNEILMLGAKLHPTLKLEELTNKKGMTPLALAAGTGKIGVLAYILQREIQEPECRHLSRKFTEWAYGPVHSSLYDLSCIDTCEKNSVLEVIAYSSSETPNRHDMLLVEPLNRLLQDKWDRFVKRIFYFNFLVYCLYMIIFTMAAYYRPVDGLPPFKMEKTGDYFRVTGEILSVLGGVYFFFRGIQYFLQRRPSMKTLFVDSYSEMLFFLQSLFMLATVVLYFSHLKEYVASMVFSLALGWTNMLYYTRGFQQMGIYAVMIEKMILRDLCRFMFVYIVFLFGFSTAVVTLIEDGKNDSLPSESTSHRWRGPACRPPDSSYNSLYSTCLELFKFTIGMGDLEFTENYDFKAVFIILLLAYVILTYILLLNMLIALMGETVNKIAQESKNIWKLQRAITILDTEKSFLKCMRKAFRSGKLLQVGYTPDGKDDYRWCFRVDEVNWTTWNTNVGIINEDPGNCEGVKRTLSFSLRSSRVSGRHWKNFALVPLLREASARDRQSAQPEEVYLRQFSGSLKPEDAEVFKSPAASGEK
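TRPV1-expressing cells were cultured overnight at 35.5C and loaded with Fluo-8 calcium dye for 40 to 90 min at room temperature. After a 10 s baseline, compound was added and calcium influx was read kinetically for 3 min (ex 480/em 520 nm).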
B2AR arrestin – qHTS assay of beta-arrestin-biased ligands of beta2-adrenergic receptor | beta-arrestin recruitment to beta2AR, cell-based reporter | AID 492947, 2010 | 330,000 tested, 0.02% active | Beta-2 adrenergic receptor (Homo sapiens), P07550 | Potency, µM (top dose mostly 46.1 µM), without a hit: at the highest dose activation, most hits filed as activators;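 also: potency is read from the fitted curve at half-maximal effect; 0% = DMSO controls and full agonism = EC100 isoproterenol or metaproterenol; nearly all actives have a fitted effect of over 65% in size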
Menin MLL FP TR – qHTS Assay for Inhibitors Targeting the Menin-MLL Interaction in MLL Related Leukemias: Competition With Texas Red Labeled MLL-derived Mutant Peptide | O00255 | Menin + Texas Red MLL mutant peptide, fluorescence polarization | Potency, µM (titrated, usually from 61.6 µM), for the others: at the highest dose FP activity change, negative = inhibition, actives largely listed as inhibitors | 270,000 tested, 0.23% active | AID 1768, 2009; active = well fitted inhibition curve with a large enough effect in the polarisation, with a control signal flat, not every such curve was filed as active; inconclusive = small, poorly fitted or top-dose-only effect, or effect the other way, or a change in a side signal; inactive = no such curve, though single readings can be large or run the other way; the % refers to the polarisation; also: potency is read from the fitted curve at half-maximal effect; % of control where 0% means no effect; many of its hits are not listed in these tables
FBPA coupling cs – qHTS Assay for Inhibitors of Fructose-1,6-bisphosphate Aldolase from Giardia Lamblia: Coupling assay counterscreen; activity change, negative = inhibition, % at 58.2 µM, hits read low; coupling enzyme system counterscreen, AmpLite Red fluorescence; 290,000 tested, 0.67% active; in the data active = activity change below about -30%; also: % is scaled to controls: 0 for no effect and ±100 for the full control effect
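First, compound is pin-transferred into glyceraldehyde-3-phosphate coupling-enzyme reagent at 57.5 uM final and held 10 min at RT. Next, substrate, coupling system and AmpLite Red are added. After 20 min RT, fluorescence (525/598 nm) is read.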
USP2a inh – qHTS Assay for Inhibitors of Ubiquitin-specific Protease USP2a Using CHOP2 as the Reporter. 330,000 tested, 0.01% active. USP2 core, Ub-CHOP2 coupled fluorogenic reporter, 485/531. AID 463254, 2010. Potency, µM (top dose mostly 38.3 µM), for the others: at the top dose activity change, negative = inhibition, hits mostly inhibitors;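 also: potency is read from the fitted curve at half-maximal effect; plate controls were DMSO wells for no effect and full inhibition by NEM control for full effect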
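Deubiquitinase activity read as fluorescence (485/531 nm) after Ub-CHOP2 cleavage activates the enterokinase reporter on its substrate; USP2 core 10nM, Ub-CHOP2 and substrate 25nM each, 30min compound preincubation then 60min RT; data normalized to NEM, curves fitted.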
hERG WT inh – qHTS for Inhibitors of KCHN2 3.1: Wildtype qHTS; 340,000 tested, 0.37% active; activity change, % at 1.84 µM; Voltage-gated inwardly rectifying potassium channel KCNH2 (Homo sapiens), Q12809; U2OS, BacMam KCNH2, thallium flux FluxOr; hits give low values;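 active = maximum activity change below -70%; inconclusive = maximum activity change between -70% and -50%; inactive = maximum activity change above -50%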; also: % is scaled to controls: 0 for no effect and ±100 for the full control effect
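U2OS cells transduced with wild-type KCNH2 virus are loaded with FluxOr dye for 45 min, and thallium flux is measured in kinetic reads before and after stimulation buffer. Rate constants are normalized to DMSO controls.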
PKM2 activator – qHTS Assay for Activators of Human Muscle isoform 2 Pyruvate Kinase | Potency, µM (highest dose often 57.5 µM), without a hit: at the highest dose activation, usual class: activators | Pyruvate kinase PKM (Homo sapiens), P14618 | purified PKM2, Kinase-Glo ATP luminescence, activation; response scale: 0% is enzyme alone, no compound | 260,000 tested, 0.34% active; also: potency is read from the fitted curve at half-maximal effect; % is scaled to controls: 0 for no effect and ±100 for the full control effect; nearly all actives have a fitted effect of over 55% in size
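ATP formation by purified human PK-M2, quantified via coupled luciferase luminescence after 1 h at room temperature with 0.1 mM ADP and 0.5 mM PEP final.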
GALK inhibitor – qHTS Assay for Inhibitors of Human Galactokinase (GALK); P51570; Purified GALK, Kinase-Glo residual ATP luminescence; Potency, µM (series often up to 57.5 µM), inactives show top-dose activity change, negative = inhibition, most hits filed as inhibitors; 270,000 tested, 0.007% active; also: potency is read from the fitted curve at half-maximal effect; % is scaled to controls: 0 for no effect and ±100 for the full control effect
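5 nM enzyme, 35 uM ATP, 100 uM galactose, 20 mM HEPES pH8.0, 5 mM MgCl2; 1 h RT; residual ATP by Kinase-Glo Plus luminescence, qHTS format.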
KCNH2 3.1 inh – qHTS for Inhibitors of KCHN2 3.1: Mutant qHTS; activity change, % (tested at about 1.8 µM); AID 720553, 2013; U2OS KCNH2 3.1, thallium flux FluxOr; hits give low values; 340,000 tested, 0.95% active;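 active = maximum activity change below -70%; inconclusive = maximum activity change from -70% to -50%; inactive = maximum activity change above -50%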;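 also: thallium influx rate constant from kinetic fluorescence after stimulation buffer; % is scaled to controls: 0 for no effect and ±100 for the full control effect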
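U2OS cells transduced with KCNH2 3.1 mutant virus (1.77 x 10^8 /mL, 4 h), plated overnight at 37 C, loaded 45 min with FluxOr dye plus Red40 quencher. Thallium flux rate constant from kinetic reads after stimulation buffer, normalised to controls.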
* hit, by the source's call; u = inconclusive; x = no result given; [ ] = remark or other dose. Unless noted, calls follow the shape of the dose curve; as a rule, active = well fitted curve in the direction sought with a large enough effect; inconclusive = small, poorly fitted or top-dose-only effect, or another doubt; inactive = no such curve, though single readings can be large; an effect the other way counts as inactive or inconclusive.

The opening 5 compounds, ahead of the listing:
SMILES	CXXC DNA block	Giardia killer	TRPV1 agonist	B2AR arrestin	Menin MLL FP TR	FBPA coupling cs	USP2a inh	hERG WT inh	PKM2 activator	GALK inhibitor	KCNH2 3.1 inh
CC(=O)Nc1ccc(Nc2ncc([N+](=O)[O-])c(Nc3ccc(NC(C)=O)cc3)n2)cc1	1%	6	0	-0.5%	41%[activator]	-4	-1%	-8	-1%	2%	-5
O=S(=O)(N1CCOCC1)n1c(Cc2ccccc2)nc2ccccc21	0%	13	1	-1.9%	15%	5	-3%	12	-24%	2%	13
COc1cc(-n2c(C)nc3cc(C(=O)NCCN4CCOCC4)ccc32)cc(OC)c1OC	1%	x	-3	-0.2%	-2%	0	2%	x	-1%	-1%	x
CC(C)[C@H](CO)N(Cc1cccc(F)c1)c1nc(Nc2cccc(Cl)c2)c2ncn(C(C)C)c2n1	11%	-9	u	-0.2%	x	2	-10%	-7	-1%	-2%	8
COc1ccc(Cl)cc1NC(=S)NCc1ccc(S(N)(=O)=O)cc1	9%	-9	2	0.1%	-5%	1	1%	-7	-1%	1%	-2

The list itself (from the top)
SMILES	CXXC DNA block	Giardia killer	TRPV1 agonist	B2AR arrestin	Menin MLL FP TR	FBPA coupling cs	USP2a inh	hERG WT inh	PKM2 activator	GALK inhibitor	KCNH2 3.1 inh
CC(=O)Nc1ccc(Nc2ncc([N+](=O)[O-])c(Nc3ccc(NC(C)=O)cc3)n2)cc1	1%	6	0	-0.5%	41%[activator]	-4	-1%	-8	-1%	2%	-5
O=S(=O)(N1CCOCC1)n1c(Cc2ccccc2)nc2ccccc21	0%	13	1	-1.9%	15%	5	-3%	12	-24%	2%	13
COc1cc(-n2c(C)nc3cc(C(=O)NCCN4CCOCC4)ccc32)cc(OC)c1OC	1%	x	-3	-0.2%	-2%	0	2%	x	-1%	-1%	x
CC(C)[C@H](CO)N(Cc1cccc(F)c1)c1nc(Nc2cccc(Cl)c2)c2ncn(C(C)C)c2n1	11%	-9	u	-0.2%	x	2	-10%	-7	-1%	-2%	8
COc1ccc(Cl)cc1NC(=S)NCc1ccc(S(N)(=O)=O)cc1	9%	-9	2	0.1%	-5%	1	1%	-7	-1%	1%	-2
COc1ccc(NC(=O)/C(=C\c2ccccc2)NC(=O)c2ccco2)cc1	5%	1	-1	-0.3%	5%	0	-1%	4	x	-3%	22
O=C(Nc1ncc(Cc2ccc(Cl)cc2Cl)s1)c1ccc([N+](=O)[O-])cc1	12%	1	-2	-0.2%	u	2	0%	7	-2%	2%	-21
Cc1cccc(NC(=S)NCCSc2ccc(Cl)cc2)c1	4%	4	26	-0.1%	u	-1	1%	-5	-1%	-2%	-30
CCN(CC)CCn1c2c(c(SCC(=O)Nc3ccc(C)c(F)c3)nc1=O)CCCC2	x	-1	1	2.4%	x	x	1%	25	x	x	4
Cc1ccc(S(=O)(=O)N(C)C)cc1NC(=S)NC(=O)C12CC3CC(CC(C3)C1)C2	3%	16	1	-0.9%	2%	-4	4%	-6	1%	1%	1
CCC(C)(C)n1nnnc1C(c1ccc2ncccc2c1)N1CCN(Cc2ccc3c(c2)OCO3)CC1 (stereo not given)	3%	23	0	0.0%	-2%	0	5%	47	2%	2%	2
COc1ccc(OC(C)C(=O)Nc2ccc(F)cc2F)cc1 (stereo not given)	16%	-1	6	0.1%	-11%	0	1%	-136*	-5%	8%	-190*
CCOc1ccc(NC(=O)CSC2=C(C#N)C(c3ccc4c(c3)OCO4)CC(=O)N2)cc1 (stereo not given)	17%	-7	2	-0.2%	u	2	-8%	-3	-2%	1%	-13
O=S(=O)(Nc1ccc(-c2csc(-c3ccccc3)n2)cc1)c1ccc(F)cc1	4%	-6	-15	0.3%	u	-6	-9%	28	2%	-1%	x
COc1ccc(-c2nc3ccccc3c(=O)[nH]2)cc1	1%	u	1	0.6%	-17%	-4	0%	-25	-6%[11.5 µM]	1%	10
N#CCC1c2ccccc2CCN1C(=O)Nc1cccc(C(F)(F)F)c1 (stereo not given)	0%	17	-10	-0.1%	31%[activator]	-19	-2%	9	10%	-1%	8
CC(C)(C)NS(=O)(=O)c1ccc(CCC(=O)NCc2ccc3c(c2)OCO3)cc1	-1%	-5	-5	-0.9%	-9%	1	3%	15	19%	-1%	13
COCCCN1C(=O)c2ccc(C(=O)Nc3ccc(C)cc3C)cc2C1=O	6%	-14	14	-0.3%	-4%	-1	2%	x	x	-3%	21
CCCNC(=O)C(=O)Nc1cc2c3c(c1)CCC(=O)N3CCC2	-20%	-9	2	0.5%	-21%	-3	1%	-2	x	4%	1
CN(Cc1ccccc1)C(=O)c1ccc(NC(=O)Cc2cccc(NC(=O)C3CCCN(C(=O)C4CCC4)C3)c2)cc1 (stereo not given)	x	5	0	4.1%	x	x	3%	1	x	x	30
COc1cccc(NC(=O)c2cccc(N3C(=O)C4C5C=CC(C5)C4C3=O)c2)c1 (stereo not given)	-4%	-6	-1	0.4%	x	x	2%	5	x	5%	5
Cc1cc(C)cc(NC(=S)N2CCCC2)c1	-1%	14	-1	0.0%	x	x	0%	2	-4%	-4%	5
CNc1nc(Nc2ccc([N+](=O)[O-])cc2)nc(OCC(F)(F)F)n1	15%	10	7	-0.1%	-10%	0	0%	-5	1%	-3%	-1
CCN(CC)CCCNC(=S)N(Cc1cccnc1)Cc1cc2cccc(C)c2[nH]c1=O	-5%	5	2	-0.2%	-3%	0	2%	6	2%	0%	-6
COC(=O)c1cnn2c(C(F)(F)F)cc(-c3ccco3)nc12	11%	-1	1	-0.2%	u	-1	-2%	-13	4%	-4%	-10
CC(C)(C)c1ccc(NNC(=O)C2CCC2)cc1	-14%	-9	x	-0.6%	x	2	1%	0	6%	0%	5
COc1ccc([C@@H]2C[C@@H](c3ccccc3)Oc3cc(OC)cc(OC)c32)cc1	3%	-5	3	-0.5%	x	-2	4%	x	0%	-3%	x
CCOCCCNC(=O)c1cc(Cl)c(NC(=O)C2=C(C)OCCS2)cc1OC	6%	-17	4	-1.0%	u	1	1%	-19	x	x	-3
N/C(=N\OC(=O)COc1ccccc1)c1cccnc1	3%	29	6	-0.4%	-25%	x	4%	-9	-1%	1%	-4
Cc1[nH]nc(N)c1-c1ccc(Cl)cc1	8%	11	9	-0.2%	12%	3	1%	9	0%	10%	2
O=C1CCCN1CCCNS(=O)(=O)c1cccc(F)c1	1%	-14	-2	-0.1%	16%	-1	1%	-1	-3%	15%	-11
Cc1cc(C)nc(N2CCCC(C(=O)NCc3ccc4c(c3)OCO4)C2)n1 (stereo not given)	1%	u	-1	0.2%	u	3	2%	-15	-13%	7%	-22
Cc1cc(NC(=O)CCC(=O)N(Cc2cccs2)C(C(=O)NC2CCCC2)c2ccccc2)no1 (stereo not given)	11%	5	3	-0.5%	-10%	1	1%	-7	-4%	0%	-3
CC(C)C(C)NC(=O)COc1ncnc2ccccc12 (stereo not given)	-4%	2	1	-0.2%	8%	0	1%	0	-5%	-2%	5
CC(NC(=O)C(=O)NN=C1CCCCCCCCCCC1)c1ccccc1 (stereo not given)	-5%	-5	-1	0.1%	-10%	1	1%	18	-2%	1%	0
O=C(Nc1ccc(-n2cccc2)cc1)C1CC1	3%	0	19	-2.0%	12%	1	3%	7	0%	-1%	5
N#C/C(=C\c1c(Cl)cccc1Cl)c1nc2ccccc2o1	14%	-1	3	23µM*	2%	0	4%	-6	0%	-1%	-6
Cc1ccc(S(=O)(=O)c2nc(S(C)(=O)=O)sc2N2CCC(O)CC2)cc1	-2%	-13	0	0.2%	x	x	3%	-10	x	1%	0
CN(CC1CCOCC1)C(=O)CC1C(=O)NCCN1Cc1ccc(-c2ccccc2)cc1 (stereo not given)	22%	-21	7	0.3%	-1%	1	-2%	-10	-1%	-1%	10

High-throughput results as filed in PubChem BioAssay.

A portion of the library; count on the stated rates, not on these rows.
